HCMV antiviral: blocks human cytomegalovirus replication; HFF cells, HCMV-luciferase reporter, 72 h; active compounds read low; activity change, negative = inhibition, % at 57.5 µM; 410,000 tested, 4.5% active; in the data active means activity change below about -60%; inconclusive means no clear call, values can overlap the other calls; inactive means above about -39%
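Inhibition of viral replication was scored as loss of reporter luminescence in HFFs infected with HCMV-luciferase (MOI 1 PFU/cell) for 72 h; compounds tested at 2 doses, normalized to buffer and Salinomycin controls.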
AmpC inh no detg: blocks E. coli AmpC beta-lactamase in detergent-free assay; P00811; AmpC nitrocefin hydrolysis, absorbance 480 nm, 0.0001% Triton; Potency, µM (titrated, usually from 57.1 µM), for inactives: at the top dose activity change, negative = inhibition, most hits filed as inhibitors; 330,000 tested, 0.52% active; AID 485341;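 further: potency means the concentration at half of the fitted maximal effect; plate controls were no compound for no effect and no enzyme for full effect; nearly all actives have a fitted effect of over 20% in size; some results filed as inactive show a strong effect at the top dose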
Target sequence (P00811 whole entry, looked up): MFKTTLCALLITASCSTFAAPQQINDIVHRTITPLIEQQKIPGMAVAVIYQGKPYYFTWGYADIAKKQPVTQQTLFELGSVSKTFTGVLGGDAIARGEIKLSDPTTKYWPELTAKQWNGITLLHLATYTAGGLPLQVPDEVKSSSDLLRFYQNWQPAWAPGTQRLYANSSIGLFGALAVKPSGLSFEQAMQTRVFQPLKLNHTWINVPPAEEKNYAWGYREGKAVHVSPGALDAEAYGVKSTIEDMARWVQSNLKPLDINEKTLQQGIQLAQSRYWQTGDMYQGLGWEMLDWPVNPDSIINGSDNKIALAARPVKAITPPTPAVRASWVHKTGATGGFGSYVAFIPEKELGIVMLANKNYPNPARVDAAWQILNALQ
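AmpC (5.3 nM in the dispensed reagent) in 20 mM phosphate pH 7.0 with 0.01% (detergent screen) or 0.0001% Triton X-100 was preincubated with compounds for 15 min at room temperature. Nitrocefin was then added from an 800 uM solution, and hydrolysis was followed at 480 nm.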
HCV inhibitor: blocks hepatitis C virus. 340,000 tested, 3.4% active. Huh7.5.1 HCVcc-Cre infection, luciferase reporter, 44 h. AID 651820. Potency, µM (titrated, usually from 41.8 µM), inactives show at the top dose activity change, negative = inhibition, most hits filed as inhibitors; further: potency means the concentration at half of the fitted maximal effect
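Seed cells (1,000/well) for 4 h; treat with compound and infect with HCVcc-Cre, moi about 0.5. Incubate 44 h, then detect luciferase activity.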
AmpC inh detg: AmpC beta-lactamase inhibition with detergent present. Potency, µM (series often up to 114 µM), without a hit: top-dose activity change, negative = inhibition, actives largely listed as inhibitors. P00811. AmpC hydrolysis of nitrocefin, absorbance 480 nm, 0.01% Triton. AID 485294. 370,000 tested, 0.041% active;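 further: potency means the concentration at half of the fitted maximal effect; 0% = no-compound wells and -100% = no-enzyme wells; nearly all actives have a fitted effect of over 25% in size; some results filed as inactive show a strong effect at the top dose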
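20 mM phosphate pH 7.0 + 0.01% (detergent screen) or 0.0001% Triton X-100; 5.3 nM AmpC reagent; cpd preinc 15 min RT; nitrocefin (800 uM stock) to start; A480 q20 s × 4 min; Activity was normalised to no-enzyme and no-compound control wells.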
AMA1-RON2 inh: AMA1-RON2 (P. falciparum) interaction inhibition | Potency, µM (highest dose often 58.2 µM), without a hit: top-dose activity change, negative = inhibition, actives largely listed as inhibitors | AID 720542 | AlphaScreen AMA1-biotinylated RON2 peptide binding | 360,000 tested, 0.2% active;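 further: potency means the concentration at half of the fitted maximal effect; 0% = vehicle wells and -100% = peptide control; nearly all actives have a fitted effect of over 45% in size; some results filed as inactive show a strong effect at the top dose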
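AMA1 (3D7) with his tag at 25 nM final met compounds first, then biotinylated RON2 peptide at 25 nM; detection used donor plus acceptor beads, 10 µg/mL apiece, read by AlphaScreen after 30 min at room temperature.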
LmPK inh: LmPK (Leishmania mexicana) enzyme inhibition | 290,000 tested, 0.37% active | AID 1721 | Potency, µM (highest dose often 57.5 µM), for inactives: at the highest dose activity change, negative = inhibition, hits mostly inhibitors | purified LmPK, Kinase-Glo ATP luminescence, 1 h | Q27686; further: potency means the concentration at half of the fitted maximal effect
Target sequence (Q27686 whole entry, looked up): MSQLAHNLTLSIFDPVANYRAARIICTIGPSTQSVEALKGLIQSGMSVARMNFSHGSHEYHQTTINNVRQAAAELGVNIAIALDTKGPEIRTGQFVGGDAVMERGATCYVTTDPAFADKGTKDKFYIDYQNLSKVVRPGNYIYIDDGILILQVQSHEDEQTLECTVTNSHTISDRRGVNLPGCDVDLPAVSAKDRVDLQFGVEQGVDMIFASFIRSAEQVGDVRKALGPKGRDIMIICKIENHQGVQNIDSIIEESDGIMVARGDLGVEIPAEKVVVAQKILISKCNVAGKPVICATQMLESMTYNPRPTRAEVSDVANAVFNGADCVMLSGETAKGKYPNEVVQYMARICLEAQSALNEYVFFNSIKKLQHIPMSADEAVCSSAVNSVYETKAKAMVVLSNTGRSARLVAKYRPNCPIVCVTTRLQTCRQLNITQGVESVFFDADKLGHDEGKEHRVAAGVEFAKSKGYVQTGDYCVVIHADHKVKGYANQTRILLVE
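Screened at intermediate enzyme activity to detect both inhibitors and activators: LmPK at 0.1 nM, with a 0.5 nM enzyme column as activation reference. PEP 0.5 mM, ADP 0.1 mM; ATP detected by luminescence after 1 h.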
TbPYK inhibitor: inhibitors of Trypanosoma brucei pyruvate kinase; Q57TT1; TbPYK enzyme, Kinase-Glo Plus ATP luminescence, 45 min; Potency, µM (highest dose often 76.8 µM), for the others: at the top dose activity, negative = inhibition, usual class: inhibitors; 410,000 tested, 0.12% active; AID 624173; further: potency means the concentration at half of the fitted maximal effect; nearly all actives have a fitted effect of over 50% in size
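Screened from lowest to highest concentration, compounds were pinned into TbPYK/substrate mixtures, and ADP (130 uM final) was added. Plates sat at room temperature for 45 min prior to Kinase-Glo Plus detection by luminescence.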
Numbers without * were called inactive; ? = inconclusive; · = not tested or not shown; [ ] = dose if it differs, or a comment. Unless noted, the call rests on the fitted dose curve; in most records, active means well fitted curve in the direction sought with a large enough effect; inconclusive means small, poorly fitted or top-dose-only effect, or another doubt; inactive means no such curve, though single readings can be large; an effect the other way counts as inactive or inconclusive. Unless noted, on the % scale 0 is the no-effect control and ±100 the full control effect.

entry	compound	HCMV antiviral	AmpC inh no detg	HCV inhibitor	AmpC inh detg
1	NS(=O)(=O)c1ccc(CCNC(=O)c2ccc(Br)s2)cc1	0	-34%	-3%	1%
2	O=C(CN1C(=O)CSc2ccc(S(=O)(=O)N3CCCCC3)cc21)NCc1ccc(F)cc1Cl	-17	·	·	20%
3	Cc1ccccc1-c1nnc(CN2CCN(c3ccccn3)CC2)o1	22	·	·	4%
4	CC1CCCN(C(=O)c2cc3ccccc3cc2O)C1 (stereo not drawn)	22	-25%	-10%	7%
5	Cc1ccc2oc(C(=O)Nc3ccc(S(=O)(=O)Nc4ncccn4)cc3)c(C)c2c1	-17	-5%	5%	4%
6	CC(Sc1nnc(-c2cccs2)n1-c1ccccc1)C(=O)NCc1ccc2c(c1)OCO2 (stereo not drawn)	-27	-8%	-14%	-17%
7	CO[C@H]1C[C@@H]2CC[C@@H](C)[C@@](O)(O2)C(=O)C(=O)N2CCCC[C@H]2C(=O)O[C@H]([C@H](C)C[C@@H]2CC[C@@H](O)[C@H](OC)C2)CC(=O)[C@H](C)C=C(C)[C@@H](O)[C@@H](OC)C(=O)[C@H](C)C[C@H](C)C=CC=CC=C1C	·	198%[activator]	·	4%
8	Cc1ccc(NC(=O)CSCC(=O)N2CCCc3ccccc32)cc1	-20	-14%	7%	-22%
9	CCN(C)C1CN(Cc2cn(Cc3ccc(C(F)(F)F)cc3)nn2)S(=O)(=O)C1 (stereo not drawn)	-22	·	·	·
10	O=C(NCCc1csc(-c2ccc(F)cc2)n1)c1cccs1	-26	·	·	15%

entry	AMA1-RON2 inh	LmPK inh	TbPYK inhibitor
1	24%	8%	3%
2	·	·	-3%
3	·	·	-3%
4	-12%	-8%	-6%
5	6%	2%	-15%
6	-2%	2%	-20%
7	·	-3%	·
8	-5%	·	2%
9	0%	·	-8%
10	·	·	-3%

(listing goes on)
entry	compound	HCMV antiviral	AmpC inh no detg	HCV inhibitor	AmpC inh detg
11	Cc1ccc(N2C(=O)C(Cl)=C(N3CCCCCC3)C2=O)cc1	-18	-37%	2%	-8%
12	COc1ccccc1N(Cc1ccccc1)S(=O)(=O)c1cccc(C(=O)Nc2cc(C)ccn2)c1	-90*	-22%	?	-4%
13	Cc1cc2cc(CNC(=O)Nc3cccc(Cl)c3)ccc2n1C	18	-16%	-7%	?
14	C[C@H](NC(=O)[C@H](Cc1ccccc1)n1c(=O)[nH]c2ccccc2c1=O)C(=O)N1CCC[C@H]1C(=O)O	?	-15%	-3%	?
15	C=CCNC(=S)N(Cc1ccccc1)Cc1ccc(F)cc1	-34	-15%	-2%	0%
16	CC1(C)CC(NC(=O)C(F)(F)F)CC(C)(C)N1OC(=O)c1ccco1	5	0%	8%	-10%
17	Cc1cc(C)cc(NC(=O)c2cc(CN3CCCC3)on2)c1	24	·	·	-2%
18	CC(C)NC(=O)c1cc(C2CCCCN2C(=O)c2ccc(Cl)cc2)on1 (stereo not drawn)	-2	·	·	·
19	CCOc1ccccc1N1CC(C(=O)Nc2ccc(C(=O)O)cc2)CC1=O (stereo not drawn)	-11	-30%	-2%	-4%
20	CCCCC(=O)Nc1nnc(CCc2ccccc2)s1	34	-19%	-9%	7%

entry	AMA1-RON2 inh	LmPK inh	TbPYK inhibitor
11	31%[activator]	0%	1%
12	16%	-26%	-2%
13	-18%	-7%	1%
14	11%	-4%	1%
15	22%	3%	1%
16	-1%	9%	11%
17	·	·	-1%
18	11%	·	4%
19	-5%	2%	-9%
20	3%	6%	1%

Entries listed so far containing a furan ring, fused or not (2):
entry	compound	HCMV antiviral	AmpC inh no detg	HCV inhibitor	AmpC inh detg
5	Cc1ccc2oc(C(=O)Nc3ccc(S(=O)(=O)Nc4ncccn4)cc3)c(C)c2c1	-17	-5%	5%	4%
16	CC1(C)CC(NC(=O)C(F)(F)F)CC(C)(C)N1OC(=O)c1ccco1	5	0%	8%	-10%

entry	AMA1-RON2 inh	LmPK inh	TbPYK inhibitor
5	6%	2%	-15%
16	-1%	9%	11%

Further results follow.
entry	compound	HCMV antiviral	AmpC inh no detg	HCV inhibitor	AmpC inh detg
21	Cc1ccc(CNC(=O)CSc2n[nH]c(-c3ccc(F)cc3)n2)cc1	21	·	·	-5%
22	CN1OC[C@@H]2CN(S(=O)(=O)c3cccc4ccccc34)[C@H](c3ccc(N4CCCCC4)cc3)C[C@@H]21	-5	·	·	·
23	Oc1c(Br)cc(Br)cc1/C=N/c1nc2c(s1)CCCC2	·	·	-6%	·
24	COC(=O)C1=C(c2cccc(OC)c2OC)C[C@@H]2CC[C@H]1N2C(=O)N1CCCC1	-9	·	1%	·
25	COC(COC(N)=O)C1=C(N2CC2)C(=O)C(C)=C(N2CC2)C1=O (stereo not drawn)	-5	·	0.56µM*	·
26	CCn1c(CSc2ncn[nH]2)nc2cc(C(=O)O)ccc21	-24	10%	19%	-10%
27	Cc1ccc(CS(=O)Cc2ccc(C(=O)NCc3ccccc3)o2)cc1 (stereo not drawn)	-11	10%	1%	-5%
28	Cc1ccccc1-n1c(=O)n(Cc2ccccc2)c(=O)c2[nH]cnc21	46	-14%	-8%	6%
29	CC(C)c1cc(C(=O)N2CCCC(CCC(=O)NCc3ccccc3F)C2)n(C)n1 (stereo not drawn)	?	38%	?	-1%
30	O=C(CSc1nnc(Cc2ccsc2)o1)c1ccccc1	3	-26%	-8%	0%

entry	AMA1-RON2 inh	LmPK inh	TbPYK inhibitor
21	·	·	-5%
22	?	·	5%
23	24%	·	-8%
24	28%	·	-4%
25	-3%	·	-12%
26	26%	0%	0%
27	-6%	-1%	10%
28	0%	-9%	-3%
29	1%	4%	2%
30	-27%	2%	3%

(next part)
entry	compound	HCMV antiviral	AmpC inh no detg	HCV inhibitor	AmpC inh detg
31	O=S(=O)(N1CCCCC1)n1c(Cc2ccccc2)nc2ccccc21	-36	-7%	0%	0%
32	O=C(Nc1cccc(O)c1)c1cc(-c2ccco2)on1	-10	?	-9%	0%
33	Cc1ccc(OCCn2c(=O)cnc3ccccc32)cc1	17	-9%	?	0%
34	O=C(NNC(=O)c1ccc(=O)[nH]c1)c1ccc(NS(=O)(=O)c2cccs2)cc1	25	-5%	3%	-22%
35	COc1ccc(NC(C)=O)cc1NC(C)C(=O)Nc1cccc2ccccc12 (stereo not drawn)	23	3%	?	3%
36	COc1ccc(CSc2cccc3cccnc23)cc1[N+](=O)[O-]	-3	-35%	-2%	-7%
37	CC(=O)c1cccc(NC(=O)Cn2c(=O)oc3cc(S(=O)(=O)NC4CCCC4)ccc32)c1	7	·	·	2%
38	CCOC(=O)c1c(C)[nH]c(/C(C)=N/O)c1C	-38	-1%	-23%	-15%
39	CN(CC1COCCO1)c1nc2nonc2nc1N1CCSCC1 (stereo not drawn)	76	-1%	5%	-5%
40	O=[n+]1c2c(n([O-])c3cc(F)ccc31)CCCC2	14	-1%	0%	-9%

entry	AMA1-RON2 inh	LmPK inh	TbPYK inhibitor
31	16%	4%	-11%
32	-1%	?	-4%
33	13%	0%	1%
34	-3%	·	1%
35	-3%	-1%	-2%
36	-12%	0%	3%
37	·	·	2%
38	1%	-5%	3%
39	13%	5%	1%
40	-15%	-5%	-14%

Further compounds
entry	compound	HCMV antiviral	AmpC inh no detg	HCV inhibitor	AmpC inh detg
41	O=[N+]([O-])c1ccc(Nc2nc(N/N=C\c3ccc4c(c3)OCO4)nc(N3CCCCC3)n2)cc1	-8	-2%	?	3%
42	COCCNC(=O)[C@@H]1CCCN1S(=O)(=O)c1cccc2cccnc12	0	-18%	20%	-4%
43	O=C(Nc1cc([N+](=O)[O-])ccc1Cl)C(Sc1ccccc1)c1ccccc1 (stereo not drawn)	?	-31%	-20%	-11%
44	COc1cccc(-c2noc(C3CCCN(C(=O)c4cccc(F)c4)C3)n2)c1 (stereo not drawn)	38	79%[activator]	-6%	-17%
45	Cn1c(=O)[nH]c(=O)c2[nH]c(N(Cc3ccccc3)Cc3ccccc3)nc21	75	-30%	-26%	?
46	Cc1cccc(N2CC(C(=O)Nc3nnc(SCc4cccnc4)s3)CC2=O)c1 (stereo not drawn)	11	-15%	9%	6%
47	COc1ccccc1NC(=O)Cn1c(=O)n(Cc2ccccc2)c(=O)c2sc3ccccc3c21	-16	·	·	8%
48	Cn1c(C(=O)NCCC2=CCCCC2)cc2c(=O)n3ccccc3nc21	20	-8%	?	0%
49	CC(=O)NNc1ccc(C(F)(F)F)cc1[N+](=O)[O-]	59	-7%	13%	-11%
50	CCOC(=O)c1c(C)n(C)c2ccc(OC)c(NS(=O)(=O)CC)c12	57	-18%	-4%	-10%

entry	AMA1-RON2 inh	LmPK inh	TbPYK inhibitor
41	67%[activator]	-1%	-6%
42	-3%	·	-1%
43	-16%	4%	-14%
44	-3%	-3%	3%
45	1%	3%	-8%
46	24%	-3%	1%
47	·	·	-5%
48	-9%	4%	1%
49	2%	-3%	5%
50	9%	-3%	-7%

Among those listed so far, these contain a nitro group on carbon.
entry	compound	HCMV antiviral	AmpC inh no detg	HCV inhibitor	AmpC inh detg
36	COc1ccc(CSc2cccc3cccnc23)cc1[N+](=O)[O-]	-3	-35%	-2%	-7%
41	O=[N+]([O-])c1ccc(Nc2nc(N/N=C\c3ccc4c(c3)OCO4)nc(N3CCCCC3)n2)cc1	-8	-2%	?	3%
43	O=C(Nc1cc([N+](=O)[O-])ccc1Cl)C(Sc1ccccc1)c1ccccc1 (stereo not drawn)	?	-31%	-20%	-11%
49	CC(=O)NNc1ccc(C(F)(F)F)cc1[N+](=O)[O-]	59	-7%	13%	-11%

entry	AMA1-RON2 inh	LmPK inh	TbPYK inhibitor
36	-12%	0%	3%
41	67%[activator]	-1%	-6%
43	-16%	4%	-14%
49	2%	-3%	5%

Compound activity as filed in PubChem BioAssay.
